Screening data from PubChem BioAssay.
zfTRPN1 agonist: zebrafish TRPN1 (NompC) channel agonism. HEK293 zebrafish TRPN1-YFP, Fluo-8 calcium fluorescence; 100% = response to 87 µM carbachol. AID 1424. activation, % at 3 µM. hit rate 0.18% among 220,000;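 active = activation above its plate's cutoff, the mean activation of test wells on that plate plus 3 SD, cut at about 19% in these data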;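 note: 0% = DMSO alone and 100% = 87 µM carbachol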
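Material: zebrafish TRPN1-YFP in HEK293 cells. Doses: one dose of 3 µM, 0.3% DMSO. Incubation: dye 1 h 37 °C plus 30 min RT. Measured by: intracellular calcium fluorescence with Fluo-8.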
Cl transport mod: modulators of human KCC2 chloride dependent transport; hit rate 2.2% among 190,000; B-score of Tl+ flux slope (higher = more flux/activation; lower = inhibition) at 10 µM; Q9H2X9; KCC2 cells, thallium flux FluoZin-2 fluorescence;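 active = thallium flux slope and its plate-corrected score both differing from the plate sample mean at a set confidence after two filtering rounds, in either direction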;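 note: slope of fluorescence scaled to starting intensity during 10 to 20 s after thallium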
m-calpain inh: inhibitors of pig calpain II | purified calpain II, fluorogenic peptide substrate, 30 min | inhibition, % at 16 µM | hit rate 0.37% among 220,000;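 active = inhibition above about 50%, limit read from the data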
Furin inh: blocks human furin protease activity | P09958 | purified furin, fluorogenic substrate cleavage | inhibition, % at 30 µM | hit rate 0.061% among 220,000 | AID 463115; in the data active = inhibition above about 25%; note: inactives centre near -15
Target sequence (P09958 108-714 limits assumed): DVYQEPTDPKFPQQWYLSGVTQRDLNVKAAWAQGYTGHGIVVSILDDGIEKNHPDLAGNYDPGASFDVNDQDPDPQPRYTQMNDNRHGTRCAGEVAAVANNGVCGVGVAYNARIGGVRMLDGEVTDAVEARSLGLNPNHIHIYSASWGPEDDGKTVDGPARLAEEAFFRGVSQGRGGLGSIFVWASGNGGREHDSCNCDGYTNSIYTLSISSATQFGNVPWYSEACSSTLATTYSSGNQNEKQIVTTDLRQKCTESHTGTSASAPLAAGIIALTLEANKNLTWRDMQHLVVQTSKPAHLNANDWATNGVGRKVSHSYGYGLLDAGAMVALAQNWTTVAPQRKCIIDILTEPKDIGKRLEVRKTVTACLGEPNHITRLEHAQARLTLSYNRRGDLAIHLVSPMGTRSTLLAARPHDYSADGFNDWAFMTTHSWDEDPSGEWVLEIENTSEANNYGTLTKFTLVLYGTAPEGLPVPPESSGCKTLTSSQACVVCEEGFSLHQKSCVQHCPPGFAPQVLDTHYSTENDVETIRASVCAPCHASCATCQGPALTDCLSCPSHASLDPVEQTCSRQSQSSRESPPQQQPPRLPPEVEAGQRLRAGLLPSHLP
TbHK1 inh: blocks Trypanosoma brucei hexokinase 1 activity | hit rate 0.11% among 220,000 | AID 1430 | recombinant TbHK1, G6PDH-coupled NADH A340 | inhibition, % at 10 µM;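 active = inhibition of 50% or more in the single-dose primary screen; inactive = inhibition below 50%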
Thrombin inh: thrombin (human) inhibition; P00734; alpha-thrombin, Boc-VPR-AMC fluorogenic substrate cleavage; inhibition, % at 5 µM; hit rate 0.26% among 220,000; AID 1046;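 active = inhibition at or above 40%; inactive = inhibition below 40%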;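 note: 0% = enzyme with no compound and 100% = wells without enzyme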
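signal = AMC fluorescence, 355/460 nm | material = human alpha-thrombin enzyme | control set = enzyme without compound as high, wells lacking enzyme as low | times = reaction at room temperature | read-out basis = percent inhibition scaled between no-compound controls and no-enzyme blanks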
TRPML3 agonist: agonists of human TRPML3 channel. Q8TDD5. HEK293 TRPML3-YFP, Fluo-8 calcium fluorescence; 100% = the carbachol control signal. hit rate 0.29% among 220,000. activation, % at 3 µM;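 active = activation above its plate's cutoff, the mean activation of the plate's test wells plus 3 SD, cut at about 12% in these data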;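 note: 0% = DMSO only wells and 100% = carbachol wells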
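Test system – HEK293 line with stable expression of human TRPML3-YFP channel · Control set – carbachol 87 µM final as high control (100%), DMSO as low control (0%) · Signal – Fluo-8 calcium dye fluorescence, ex 470-495, em 515-575 nm · Incubation – 1-h 37 °C dye load, 5-s basal, 120-s post-compound reads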
EBV gp42 block: inhibitors of Epstein-Barr virus glycoprotein 42 | Q1HVG2 | Fluorescence polarization binding assay, mP read-out | inhibition, % (tested at 21.74 µM) | hit rate 0.42% among 220,000 | AID 1085; in the data active = inhibition above about 50%
Target sequence (Q1HVG2 whole entry, looked up): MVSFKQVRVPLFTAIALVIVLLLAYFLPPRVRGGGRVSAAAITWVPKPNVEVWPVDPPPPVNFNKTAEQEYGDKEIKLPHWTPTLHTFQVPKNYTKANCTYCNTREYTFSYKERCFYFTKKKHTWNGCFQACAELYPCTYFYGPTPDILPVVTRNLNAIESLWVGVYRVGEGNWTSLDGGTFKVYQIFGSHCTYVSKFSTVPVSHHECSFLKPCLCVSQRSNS
PPC-1+TRAIL kill: PPC-1 cancer cell killing with TRAIL present; PPC-1 cells + TRAIL, ATPLite viability luminescence; cell killing (% activity), % at 4 µM; hit rate 0.41% among 220,000; AID 1443;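 active = cell killing above 50% in the first pass at 4 µM, then a duplicate retest at 5 µM averaging 50% or more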;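 note: plate controls were cells with TRAIL plus DMSO for no effect and medium-only wells lacking cells for full effect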
Active calls of the source: *; . = not tested or not shown; [ ] = remark or other dose.

SMILES	zfTRPN1 agonist	Cl transport mod	m-calpain inh	Furin inh	TbHK1 inh	Thrombin inh	TRPML3 agonist	EBV gp42 block	PPC-1+TRAIL kill
O=C(C1CCCO1)N1CCN(Cc2c(O)ccc3ccccc23)CC1 (centres undefined)	0.3	0.132	-21.6	-13.7[20 µM]	-4.5	-7.8	0.8	-8.4	18.8
Cc1ccc(C2=N/C(=C\N(C)C)C(=O)O2)cc1	-0.2	-0.307	-6.8	4.2[20 µM]	-72.5	5.0	1.0	-7.8	7.0
CC1(C)CC(=O)C2=C(C1)c1c(ccc3ccccc13)NC2c1ccc(Br)o1 (centres undefined)	-1.1	-0.45	-360.1	-22.6[20 µM]	-10.1	-3.6	0.7	-0.5	36.3
Cc1cc(NC(=O)c2ccco2)ncc1NC(=O)Cc1ccccc1	3.1	-0.0969	19.6	-12.1	0.3	-0.3	0.8	-2.7	-8.5
N#Cc1c(NC(=O)CSc2ncn(-c3ccccc3)n2)sc2c1CCCC2	-0.5	1.25	-2.4	-15.2[20 µM]	-0.8	-0.1	0.2	-2.2	21.9
CCCCOC(=O)Nc1nnc(CCOCC)s1	-1.4	0.865	11.5	-25.1[20 µM]	-1.7	-5.6	0.3	-3.2	27.8
Cn1c(=O)c2c(nc(SCC(=O)N3c4ccccc4CCc4ccccc43)n2C)n(C)c1=O	-1.8	.	3.8	-15.9[20 µM]	0.2	0.7	0.7	-27.4	17.9
O=C(CCC(=O)OCC(=O)c1ccc(C(F)(F)F)cc1)OCC(=O)c1ccc(C(F)(F)F)cc1	-0.4	0.3	6.4	-16.3	-3.5	-1.5	0.7	4.5	7.2
CCn1c(=O)c(NC(=O)c2ccccc2)c2n(c1=S)CCCCC2	0.0	0.207	-3.6	-18.1[20 µM]	-2.5	3.3	0.2	-22.6	-3.1
COc1ccc(/C(C)=N/OC/C(O)=C(\C#N)c2nc3ccccc3[nH]2)cc1	0.5	0.547	44.9	-6.1	-0.8	9.4	0.4	-3.8	13.8
Cc1cc(C)n(-c2nc(C)nc(NCc3ccccc3)n2)n1	2.5	.	-4.5	-23.6[20 µM]	0.2	0.3	24.6*	-5.0	5.6
Cn1nc(-c2ccccc2)cc1NC(=O)CCCC(=O)O	-0.5	0.6	-1.8	-21.5	36.7	-1.2	1.4	-8.4	1.4
Cn1ncc(C(N)=O)c1NC(=S)NC(=O)c1ccc(Br)o1	1.9	0.331	21.4	-21.1	-3.9	-7.2	0.8	-4.8	-3.4
Cc1cccn2cc(CNc3ccccc3)nc12	-1.0	1.03	31.6	-11.1[20 µM]	2.2	1.2	1.1	-4.7	7.4
CCOc1ccccc1NC(=O)COC(=O)CN(C)S(=O)(=O)c1ccc(C)cc1	-0.5	-1.13	9.1	-19.9	-1.4	-3.0	0.2	-11.4	34.5
Cc1ccc(-n2c(-c3ccncc3)nnc2-c2cccs2)cc1	0.1	0.508	.	-10.1[20 µM]	2.9	.	0.2	.	.
CN1C(=O)CSc2ccc(NC(=O)NCCC3=CCCCC3)cc21	7.7	-1.01	-72.1	-10.1[20 µM]	-0.7	-5.9	0.1	-21.9	-2.4
Cc1ccc(NC(=O)COc2ccccc2)c(NC(=O)c2ccccc2C)c1	0.5	-0.0796	.	-31.1[20 µM]	-2.2	.	-0.8	.	.
COC(=O)c1ccccc1NC(=O)c1ccccc1N(C)S(C)(=O)=O	-0.7	-0.0651	-21.2	-42.2[20 µM]	2.6	-4.5	0.7	-17.2	12.5
CCn1cc(CN(C)S(=O)(=O)c2cccc([N+](=O)[O-])c2)cn1	1.2	0.154	-14.7	-20.6	5.3	-4.4	0.9	1.8	27.0
COc1cc(C)nc(N(Cc2ccccc2)S(=O)(=O)c2ccccc2)n1	0.4	-0.402	3.0	-9.0[20 µM]	8.0	2.4	6.8	12.1	-1.0
O=C(O)CC1Sc2ccccc2NC1=O (centres undefined)	0.5	0.0348	12.4	-19.8	3.5	-1.6	1.1	-16.2	29.9
O=C1C2Sc3[nH]c(=O)sc3C(c3ccccc3)C2C(=O)N1c1ccc(Cl)cc1 (centres undefined)	-0.5	-9.78*	-42.0	-21.2[20 µM]	-1.8	-4.3	-0.8	13.0	-4.2
Cc1ccc(NC(=O)COC(=O)CCc2c[nH]c(=O)[nH]2)cc1	0.2	.	8.8	6.0[20 µM]	-1.4	-6.8	0.4	-9.7	8.1
CCC(=O)Nc1ccc(N2CCN(Cc3ccccc3)CC2)cc1	1.1	0.988	-21.1	-11.8	0.5	-3.3	0.9	-19.7	-4.5
Nc1ncnc(Oc2ccccc2F)c1[N+](=O)[O-]	-0.6	0.165	-1.1	-27.6	-4.9	-2.5	0.1	-14.7	-15.9
COc1ccc(C2CC(=O)C(C(c3ccc(O)cc3)C3C(=O)CC(c4ccc(OC)cc4)CC3=O)C(=O)C2)cc1 (centres undefined)	-0.3	0.103	2.2	4.4	-26.6	33.8	-0.1	0.2	6.9
CC1(C)Oc2ccc(/C=C/C(=O)N3CCOCC3)c(O)c2C(N2CCOCC2)C1O (centres undefined)	0.5	-0.563	-358.2	-21.8	-21.8	0.7	0.6	-5.6	-2.1
CC(=O)Nc1ccc(C(=O)CSc2nnc(Cn3nnc4ccccc43)n2C)cc1	-0.8	-0.527	4.0	-20.9	-1.5	-1.4	-0.8	1.4	8.4
CCOc1ccccc1N(CC)C(=O)Cn1ncc2c(=O)oc3ccccc3c21	-1.5	-0.606	10.7	-15.7	-4.6	7.2	0.8	-26.7	11.5
O=C(CSc1nnc(-c2ccncc2)o1)NC1C2CC3CC(C2)CC1C3 (centres undefined)	1.4	0.89	-0.4	-12.9	-8.7	-8.2	0.4	0.8	1.4
CC(Oc1ccccc1F)c1ccnc2nc(/N=C/N(C)C)nn12 (centres undefined)	0.1	.	-100.1	-10.7	-14.0	-6.0	0.9	-9.2	-1.8
O=S(=O)(NCc1ccccn1)c1cccc2nsnc12	0.2	0.199	-23.2	-0.1[20 µM]	-8.3	-20.1	1.0	-16.3	9.8
COc1ccc(/C=N/NC(=S)Nc2ccccc2)cc1COc1ccc(F)cc1	0.8	0.243	-8.2	-5.4	-8.6	0.6	0.8	-14.3	37.0
CCOc1ccccc1N1CCN(C(=O)c2csc(C)c2CC)CC1	-0.9	-1.85	36.0	-10.7	8.8	2.9	-1.0	-5.9	-6.2
CC1Cc2cc(/C(O)=C3/C(=O)C(=O)N(CCN4CCOCC4)C3c3ccc(C(C)C)cc3)ccc2O1 (centres undefined)	-0.6	0.117	-31.7	-8.1	-33.5	-14.5	0.7	-12.6	10.9
CC(C)CCNC(=O)c1cccc(C(=O)NCCC(C)C)c1	-0.3	-0.264	-4.7	-17.1[20 µM]	2.6	-6.4	-0.1	3.1	-7.1
CNc1nc(SC)n(C)c(=O)c1N=O	1.4	0.943	-12.1	-7.8	-58.2	2.1	0.6	-13.6	12.6
O=C(CSc1nn(-c2ccccc2)c(=S)s1)Nn1cnnc1	0.8	0.408	-19.7	-9.5	-5.4	-9.3	0.9	-16.5	14.6
CCc1nnc(NC(=O)c2cc3c(s2)CCCCC3)s1	0.4	-0.326	.	-2.2[20 µM]	-19.2	.	0.0	.	.
Cc1nn(Cc2ccccc2)c(C)c1NC(=O)c1cc(-c2cccs2)on1	1.6	-1.69	27.4	-19.1	0.5	-2.0	-0.1	-23.0	13.1
CCCCn1c(Cc2ccccc2)nnc1SCC(=O)N1CCOCC1	-0.7	0.543	-15.1	-24.7[20 µM]	9.1	0.8	-0.3	-5.4	0.4
CCOC(=O)c1c(NS(=O)(=O)c2ccc(Br)cc2)sc2c1CCC2	-0.3	118*	-77.6	0.7[20 µM]	-7.2	-0.6	0.0	-6.0	.
CC(=O)Nc1ccc2nc(C3CCCCC3)[nH]c2c1	1.0	0.0421	17.6	-8.2	5.9	-4.7	1.2	-24.7	19.6
CCC(COC(=O)Nc1cccc(C)c1)NC(=O)OCC(C)C (centres undefined)	-1.2	.	-13.8	-18.1	1.5	1.0	0.1	-15.6	7.4

Reformatted bar-delimited: 15 of the compounds above
mol | zfTRPN1 agonist | Cl transport mod | m-calpain inh | Furin inh | TbHK1 inh | Thrombin inh | TRPML3 agonist | EBV gp42 block | PPC-1+TRAIL kill
CCOc1ccccc1N(CC)C(=O)Cn1ncc2c(=O)oc3ccccc3c21 | -1.5 | -0.606 | 10.7 | -15.7 | -4.6 | 7.2 | 0.8 | -26.7 | 11.5
O=C(CSc1nnc(-c2ccncc2)o1)NC1C2CC3CC(C2)CC1C3 (centres undefined) | 1.4 | 0.89 | -0.4 | -12.9 | -8.7 | -8.2 | 0.4 | 0.8 | 1.4
CC(Oc1ccccc1F)c1ccnc2nc(/N=C/N(C)C)nn12 (centres undefined) | 0.1 | . | -100.1 | -10.7 | -14.0 | -6.0 | 0.9 | -9.2 | -1.8
O=S(=O)(NCc1ccccn1)c1cccc2nsnc12 | 0.2 | 0.199 | -23.2 | -0.1[20 µM] | -8.3 | -20.1 | 1.0 | -16.3 | 9.8
COc1ccc(/C=N/NC(=S)Nc2ccccc2)cc1COc1ccc(F)cc1 | 0.8 | 0.243 | -8.2 | -5.4 | -8.6 | 0.6 | 0.8 | -14.3 | 37.0
CCOc1ccccc1N1CCN(C(=O)c2csc(C)c2CC)CC1 | -0.9 | -1.85 | 36.0 | -10.7 | 8.8 | 2.9 | -1.0 | -5.9 | -6.2
CC1Cc2cc(/C(O)=C3/C(=O)C(=O)N(CCN4CCOCC4)C3c3ccc(C(C)C)cc3)ccc2O1 (centres undefined) | -0.6 | 0.117 | -31.7 | -8.1 | -33.5 | -14.5 | 0.7 | -12.6 | 10.9
CC(C)CCNC(=O)c1cccc(C(=O)NCCC(C)C)c1 | -0.3 | -0.264 | -4.7 | -17.1[20 µM] | 2.6 | -6.4 | -0.1 | 3.1 | -7.1
CNc1nc(SC)n(C)c(=O)c1N=O | 1.4 | 0.943 | -12.1 | -7.8 | -58.2 | 2.1 | 0.6 | -13.6 | 12.6
O=C(CSc1nn(-c2ccccc2)c(=S)s1)Nn1cnnc1 | 0.8 | 0.408 | -19.7 | -9.5 | -5.4 | -9.3 | 0.9 | -16.5 | 14.6
CCc1nnc(NC(=O)c2cc3c(s2)CCCCC3)s1 | 0.4 | -0.326 | . | -2.2[20 µM] | -19.2 | . | 0.0 | . | .
Cc1nn(Cc2ccccc2)c(C)c1NC(=O)c1cc(-c2cccs2)on1 | 1.6 | -1.69 | 27.4 | -19.1 | 0.5 | -2.0 | -0.1 | -23.0 | 13.1
CCCCn1c(Cc2ccccc2)nnc1SCC(=O)N1CCOCC1 | -0.7 | 0.543 | -15.1 | -24.7[20 µM] | 9.1 | 0.8 | -0.3 | -5.4 | 0.4
CCOC(=O)c1c(NS(=O)(=O)c2ccc(Br)cc2)sc2c1CCC2 | -0.3 | 118* | -77.6 | 0.7[20 µM] | -7.2 | -0.6 | 0.0 | -6.0 | .
CC(=O)Nc1ccc2nc(C3CCCCC3)[nH]c2c1 | 1.0 | 0.0421 | 17.6 | -8.2 | 5.9 | -4.7 | 1.2 | -24.7 | 19.6
